# Compound activity: PubChem BioAssay, NCI
# NCI-60 one-dose screen, 48 h, at 10 µM unless noted. Numbers give growth in % (100 = growth as untreated, 0 = no growth, -100 = all killed).
# SF-295 = SF-295 CNS cancer cells; AID 1794758; 5.6% of 79,000 active
# HCC-2998 = HCC-2998 colon cancer | 4.7% of 79,000 active
# SNB-19 = SNB-19 CNS cancer cells; 2.5% of 81,000 active; AID 1794751
# SW-620 = SW-620 colon cancer. 5.2% of 82,000 active
# SNB-75 = SNB-75 CNS cancer; 5% of 79,000 active; AID 1794750
# SF-268 = SF-268 CNS cancer cells. 3.1% of 82,000 active. AID 1794759
# KM12 = KM12 colon cancer cells. AID 1794800. 5% of 82,000 active
# HT29 = HT29 colon cancer; AID 1794748; 7.4% of 81,000 active
# SF-539 = SF-539 CNS cancer | 6.8% of 81,000 active
# An asterisk follows results filed as active; x = no result given; & = joins results of further samples. The calls were made as follows: active = growth percent below 10; inactive = the rest. These rows are one share of the data; the hit share may differ from the screen's.
cpd | SMILES | SF-295 | HCC-2998 | SNB-19 | SW-620 | SNB-75 | SF-268 | KM12 | HT29 | SF-539
1 | N=C(N=C(N)N)N1CCOCC1 | 97&110 | 97&109 | 99&110 | 103&96 | 90&91 | 102&104 | 100&105 | 111&104 | 96&105
2 | CCC[C@H](N[C@@H](C)C(=O)N1[C@H](C(=O)O)C[C@@H]2CCCC[C@@H]21)C(=O)OCC | 111 | 103 | 104 | 114 | 112 | 105 | 104 | 100 | 91
3 | Cn1ncc(Cl)c1-c1cc(C(=O)N[C@H](CN)Cc2ccc(F)c(F)c2)oc1Cl | -66* | -90* | 2.3* | 28 | -86* | 23 | -39* | -12* | -75*
4 | COc1ccc(CN(CCN(C)C)c2ccccn2)cc1 | 97 | 109&102 | 100&107 | 103&107 | 100&109 | 108&127 | 109 | 100&103 | 113
5 | Cc1cc(-c2nc(-c3ccc(OC(F)(F)F)cc3)no2)nn1Cc1ccnc(N2CCN(C3CC3)CC2)c1 | 43 | 77 | 70 | 88 | 76 | 70 | 75 | 63 | 84
6 | O=C(Nc1ccccc1)Nc1ccc2nc(NS(=O)(=O)c3ccc4ccccc4c3)sc2c1 | 99 | 97 | 98 | 108 | 87 | 102 | 107 | 118 | 99
7 | COc1ccc(N=N/C(C(=O)C(F)(F)F)=C(\O)c2ccc(Cl)cc2)cc1 | 12 | 69 | 83 | 43 | 85 | 63 | 38 | 49 | 66
8 | C[C@@H](NC(=O)c1ncnc(N)c1Cl)c1ncc(C(=O)Nc2cc(C(F)(F)F)c(Cl)cn2)s1 | 90 | 69 | 95 | 57 | 103 | 93 | 75 | 20 | 86
9 | O=C(Nc1ccc(Cl)c(Cl)c1)Nc1ccc2nc(NS(=O)(=O)c3ccc4ccccc4c3)sc2c1 | 99 | 96 | 96 | 102 | 90 | 102 | 106 | 114 | 96
10 | COc1ccccc1OCC(O)COC(N)=O (stereo unspecified) | 104 | 104 | 106 | 106 | 97 | 105 | 104 | 101 | 115
11 | O=C(O)[C@@H]1[C@H]2C[C@H]3c4[nH]c5ccccc5c4CCN3C[C@@H]2CC[C@@H]1O | 99 | 135 | 111 | 100 | 88 | 107 | 113 | 103 | 108
12 | COc1cc2nc(N3CCN(C(=O)C4COc5ccccc5O4)CC3)nc(N)c2cc1OC (stereo unspecified) | 101&71&108 | 108&105&102 | 101&96&100 | 109&98&92 | 93&77&71 | 99&90&100 | 102&100&103 | 94&71 | 102&90&115
13 | CN1CCC(=C2c3ccccc3CCc3sccc32)CC1 | 92 | 90 | 93 | 101 | 75 | 104 | 105 | 57 | 111
14 | Cc1ccc([C@@H]2C[C@@H]3Cc4ccc5ccccc5c4N2O3)s1 | 115 | 100 | 96 | 98 | 81 | 100 | 100 | x | 111
15 | NS(=O)(=O)c1cc2c(cc1C(F)(F)F)NC(Cc1ccccc1)NS2(=O)=O (stereo unspecified) | 100 | 117 | 109 | 104 | 96 | 114 | 119 | 102 | 115
16 | O=C(O)C(O)C(O)C(O)C(O)C(=O)O (stereo unspecified) | 106 | 98 | 103 | 99 | 89 | 102 | 108 | 104 | 102
17 | CCN(CC)CCOc1ccccc1C(=O)CCc1ccccc1 | 94 | 98 | 100 | 107 | 75 | 104 | 100 | 86 | 115
18 | CC(Oc1c(Cl)cccc1Cl)C1=NCCN1 (stereo unspecified) | 99 | 112 | 115 | 105 | 64 | 104 | 106 | 91 | 105
19 | COC(=O)c1cccnc1 | 110 | 104 | 95 | 97 | 88 | 95 | 112 | 101 | 91
20 | CCN(CCCOc1ccc2c(Nc3cc(CC(=O)Nc4cccc(F)c4)[nH]n3)ncnc2c1)CCOP(=O)(O)O | 73 | 61 | 71 | 36 | 81 | 76 | 21 | 30 | 49
21 | COc1ccc(C2=NN(c3ccc(S(N)(=O)=O)cc3)C(c3ccc(N(C)C)cc3)C2)c(OC)c1 (stereo unspecified) | 95 | 100 | 95 | 106 | 76 | 110 | 102 | 106 | 94
22 | COc1ccc2c(c1)c(-c1nnc(N)nc1-c1c[nH]c3ccc(Br)cc13)cn2C | 99 | 113 | 91 | 96 | 60 | 104 | 101 | 96 | 96
23 | Cc1cc2c(s1)Nc1ccccc1N=C2N1CCN(C)CC1 | 104 | 105 | 95 | 96 | 88 | 96 | 98 | 97 | 106
24 | COc1cc(Nc2c(C#N)cnc3cc(OCCCN4CCN(C)CC4)c(OC)cc23)c(Cl)cc1Cl | 84 | 27 | 70 | 37 | 88 | 71 | 33 | 10 | 94
25 | Nc1nccs1 | 99 | 103 | 109 | 99 | 100 | 108 | 109 | 110 | 102
26 | c1ccc2c(CC3=NCCN3)cccc2c1 | 100&94 | 103&98 | 104&107 | 110&107 | 105&93 | 109&114 | 111&109 | 96&103 | 96&102
27 | CC[C@]1(O)CC2CN(CCc3c([nH]c4ccccc34)[C@@](C(=O)OC)(c3cc4c(cc3OC)N(C)[C@H]3[C@@](O)(C(=O)OC)[C@H](OC(C)=O)[C@]5(CC)C=CCN6CC[C@]43[C@@H]65)C2)C1 (stereo partly specified) | 12 | -23* | 44 | 22 | 5.3* | 4.8* | -7.7* | 3.2* | x
28 | Cn1cc(C(=O)c2nc(-c3cn(C)c4ccc(Br)cc34)no2)c2ccccc21 | 108 | 103 | 96 | 98 | 98 | 99 | 104 | 95 | 101
29 | NS(=O)(=O)c1cccc(N2C(=O)C3CC=CCC3C2=O)c1 (stereo unspecified) | 104 | 100 | 108 | 102 | 88 | 93 | 96 | 97 | 102
30 | CC1=NN(c2ccccc2)C(=O)C1 | 95&119&104 | 98&109&116 | 101&110&109 | 97&101&114 | 84&80&112 | 102&112 | 107&112 | 113&123&113 | 95&112&104

# Copied from the list.
# entry 21 in SNB-19 = 95
# entry 2 in SNB-75 = 112

# Following part:
cpd | SMILES | SF-295 | HCC-2998 | SNB-19 | SW-620 | SNB-75 | SF-268 | KM12 | HT29 | SF-539
31 | C/C=C\C1=C(C(=O)O)N2C(=O)C(NC(=O)C(N)c3ccc(O)cc3)C2SC1 (stereo unspecified) | 98 | 97 | 106 | 109 | 93 | 120 | 112 | 102 | 101
32 | COc1cc(N2CCC(N3CCN(C)CC3)CC2)ccc1Nc1ncnc(Nc2ccccc2S(=O)(=O)C(C)C)n1 | 104 | 97 | 99 | 100 | 101 | 100 | 109 | 84 | 100
33 | Cn1cc(-c2nc(N)nnc2-c2c[nH]c3ccccc23)c2ccccc21 | 91 | 101 | 85 | 94 | 62 | 98 | 90 | 83 | 95
34 | CC(C)(C)c1cnc(CSc2cnc(NC(=O)C3CCNCC3)s2)o1 | 12 | 0.2* | 12 | 5.1* | -40* | 12 | 3.6* | -9.9* | -33*
35 | O=c1cc[nH]c(=O)[nH]1 | 101 | 100&110 | 101&109 | 87&111 | 86&83 | 90&107 | 101&107 | 93&100 | 106&105
36 | Cn1c(Nc2ccc(C(F)(F)F)cc2)nc2cc(Oc3ccnc(-c4ncc(C(F)(F)F)[nH]4)c3)ccc21 | 54 | 73 | 57 | 65 | 61 | 46 | 58 | 6.8* | 21
37 | C[C@H]1COc2c(N3CCN(C)CC3)c(F)cc3c(=O)c(C(=O)O)cn1c23 | 105 | 104 | 112 | 102 | 99 | 114 | 106 | 98 | 108
38 | Cc1nc2ccc(-n3ncc(C(=O)c4cc5ccccc5[nH]4)c3N)cc2[nH]1 | 54 | 69 | 48 | 44 | 40 | 50 | 17 | 23 | -2.1*
39 | Cn1cc(-c2cnc3ccc4ccc(CS(=O)(=O)NCc5ccccn5)cc4c(=O)c3c2)cn1 | 56 | 81 | 73 | 53 | 61 | 70 | 42 | 43 | 75
40 | C=CCSc1nc(NC(=O)CN2CCN(c3cc4c(cc3F)c(=O)c(C(=O)O)cn4C3CC3)CC2)cc(=O)[nH]1 | 105 | 104 | 95 | 95 | x | 95 | 100 | 108 | 100
41 | COc1ccc2c(c1)c(-c1nnc(N)nc1-c1cn(C)c3ccc(OC)cc13)cn2C | 103 | 102 | 85 | 96 | 66 | 87 | 95 | 78 | 94
42 | O=C(NC[C@H](O)CN1CCc2ccccc2C1)c1cc(NC2COC2)ncn1 | 98 | 99 | 99 | 94 | 74 | 86 | 98 | 87 | 97
43 | COc1ccc(/C=C/C(C)=N/OC(C)C(=O)NC(C)C)cc1 (stereo unspecified) | 97 | 102 | 99 | 102 | 104 | 107 | 107 | 88 | 100
44 | Cn1cc(-c2nnc(-c3cn(C)c4ncccc34)s2)c2cc(F)ccc21 | 74 | 103 | 92 | 103 | 102 | 98 | 62 | 110 | 88
45 | O=C(Nc1ccc(Cl)cc1)Nc1ccc(Cl)c(C(F)(F)F)c1 | -28* | -35* | 13 | 5.7* | 41 | 21 | 3.0* | 19 | 4.4*
46 | Nc1cc(-c2ccncc2)c[nH]c1=O | x | 116 | 111 | 110 | 77 | 103 | 104 | 103 | 104
47 | O=C1NC(=O)[C@@]2(CCOc3ccc(F)cc32)N1 | 93 | 102 | 106 | 106 | 90 | 109 | 100 | 93 | 95

# Grouped by structure: the compounds so far with bromine.
cpd | SMILES | SF-295 | HCC-2998 | SNB-19 | SW-620 | SNB-75 | SF-268 | KM12 | HT29 | SF-539
22 | COc1ccc2c(c1)c(-c1nnc(N)nc1-c1c[nH]c3ccc(Br)cc13)cn2C | 99 | 113 | 91 | 96 | 60 | 104 | 101 | 96 | 96
28 | Cn1cc(C(=O)c2nc(-c3cn(C)c4ccc(Br)cc34)no2)c2ccccc21 | 108 | 103 | 96 | 98 | 98 | 99 | 104 | 95 | 101

# Laid out differently: results already given
# Second line of a record: SF-295 | HCC-2998 | SNB-19 | SW-620 | SNB-75 | SF-268 | KM12 | HT29 | SF-539
[28] Cn1cc(C(=O)c2nc(-c3cn(C)c4ccc(Br)cc34)no2)c2ccccc21
  108 | 103 | 96 | 98 | 98 | 99 | 104 | 95 | 101
[29] NS(=O)(=O)c1cccc(N2C(=O)C3CC=CCC3C2=O)c1 (stereo unspecified)
  104 | 100 | 108 | 102 | 88 | 93 | 96 | 97 | 102
[30] CC1=NN(c2ccccc2)C(=O)C1
  95&119&104 | 98&109&116 | 101&110&109 | 97&101&114 | 84&80&112 | 102&112 | 107&112 | 113&123&113 | 95&112&104
[31] C/C=C\C1=C(C(=O)O)N2C(=O)C(NC(=O)C(N)c3ccc(O)cc3)C2SC1 (stereo unspecified)
  98 | 97 | 106 | 109 | 93 | 120 | 112 | 102 | 101
[32] COc1cc(N2CCC(N3CCN(C)CC3)CC2)ccc1Nc1ncnc(Nc2ccccc2S(=O)(=O)C(C)C)n1
  104 | 97 | 99 | 100 | 101 | 100 | 109 | 84 | 100
[33] Cn1cc(-c2nc(N)nnc2-c2c[nH]c3ccccc23)c2ccccc21
  91 | 101 | 85 | 94 | 62 | 98 | 90 | 83 | 95
[34] CC(C)(C)c1cnc(CSc2cnc(NC(=O)C3CCNCC3)s2)o1
  12 | 0.2* | 12 | 5.1* | -40* | 12 | 3.6* | -9.9* | -33*
[35] O=c1cc[nH]c(=O)[nH]1
  101 | 100&110 | 101&109 | 87&111 | 86&83 | 90&107 | 101&107 | 93&100 | 106&105
[36] Cn1c(Nc2ccc(C(F)(F)F)cc2)nc2cc(Oc3ccnc(-c4ncc(C(F)(F)F)[nH]4)c3)ccc21
  54 | 73 | 57 | 65 | 61 | 46 | 58 | 6.8* | 21
[37] C[C@H]1COc2c(N3CCN(C)CC3)c(F)cc3c(=O)c(C(=O)O)cn1c23
  105 | 104 | 112 | 102 | 99 | 114 | 106 | 98 | 108
[38] Cc1nc2ccc(-n3ncc(C(=O)c4cc5ccccc5[nH]4)c3N)cc2[nH]1
  54 | 69 | 48 | 44 | 40 | 50 | 17 | 23 | -2.1*
[39] Cn1cc(-c2cnc3ccc4ccc(CS(=O)(=O)NCc5ccccn5)cc4c(=O)c3c2)cn1
  56 | 81 | 73 | 53 | 61 | 70 | 42 | 43 | 75
[40] C=CCSc1nc(NC(=O)CN2CCN(c3cc4c(cc3F)c(=O)c(C(=O)O)cn4C3CC3)CC2)cc(=O)[nH]1
  105 | 104 | 95 | 95 | x | 95 | 100 | 108 | 100
[41] COc1ccc2c(c1)c(-c1nnc(N)nc1-c1cn(C)c3ccc(OC)cc13)cn2C
  103 | 102 | 85 | 96 | 66 | 87 | 95 | 78 | 94
[42] O=C(NC[C@H](O)CN1CCc2ccccc2C1)c1cc(NC2COC2)ncn1
  98 | 99 | 99 | 94 | 74 | 86 | 98 | 87 | 97
[43] COc1ccc(/C=C/C(C)=N/OC(C)C(=O)NC(C)C)cc1 (stereo unspecified)
  97 | 102 | 99 | 102 | 104 | 107 | 107 | 88 | 100
[44] Cn1cc(-c2nnc(-c3cn(C)c4ncccc34)s2)c2cc(F)ccc21
  74 | 103 | 92 | 103 | 102 | 98 | 62 | 110 | 88
